# Assay outcomes as filed in PubChem.
# Tau fibril FP: blocks human tau fibril formation measured by polarization | 0.39% of 280,000 active | Potency, µM (highest dose often 57.7 µM), without a hit: at the highest dose activity, negative = inhibition, hits mostly inhibitors | AID 1468 | K18 P301L tau heparin fibrillization, Alexa594 FP, 6 h | P10636; note: potency is the fitted concentration of half-maximal effect; % is set by controls: 0 for no effect and ±100 for the full control effect; nearly all actives have a fitted effect of over 55% in size
# Target sequence (P10636 561-689 P618L limits assumed): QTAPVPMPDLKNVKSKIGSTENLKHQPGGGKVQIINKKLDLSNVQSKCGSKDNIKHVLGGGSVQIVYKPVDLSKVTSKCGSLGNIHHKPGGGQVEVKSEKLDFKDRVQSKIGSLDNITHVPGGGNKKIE
#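 Heparin (20 uM) drove fibril formation of recombinant tau K18 P301L, 15 uM unlabeled with 0.24 uM Alexa 594 label, for 6 hr at 37 C in 100 mM sodium acetate pH 7. Fluorescence polarization (555/632 nm) read 1 hr after 30 uM ThT.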
# TR SRC2 fluor cs: alters Texas Red total fluorescence, flagging assay interference | Potency, µM (titrated, usually from 106 µM), inactives show at the top dose fluorescence change, negative = quenching | TRb/SRC2 Texas Red total fluorescence interference | 0.29% of 280,000 active; active = well fitted curve in either direction with a large enough effect; inconclusive = small, poorly fitted or top-dose-only effect; note: potency is the fitted concentration of half-maximal effect; % is set by controls: 0 for no effect and ±100 for the full control effect
#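 Flags fluorescent or light-absorbing compounds by total fluorescence, S + 2P, at 555 nm excitation and 632 nm emission. Mixture: 20 nM Texas Red SRC2 peptide, 0.6 uM human TRb LBD, 1 uM T3, 5% DMSO; compound exposure 5 h at ambient temperature.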
# CBFb-RUNX1 inh: blocks binding between human CBF-beta and RUNX1 | Q01196+Q13951 | AlphaScreen CBFb-His/RUNX1-biotin binding, biochemical | Potency, µM (doses to about 59.8 µM), for the others: top-dose activity, negative = inhibition, hits mostly inhibitors | 230,000 tested, under 10 active | AID 1477; note: % of control where 0% means no effect
#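 Proteins preincubated together for 20 min at RT before compound addition; 15 min later, nickel and streptavidin beads were added and left 90 min prior to AlphaScreen measurement.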
# Tau fluor cs: counter-screen for tau fibril formation inhibitors. 0.93% of 280,000 active. tau K18 P301L (four-repeat tau fragment) Alexa594 fluorescence, heparin fibrillization. Potency, µM (titrated, usually from 57.7 µM), without a hit: at the highest dose activity change, negative = decrease; note: potency is the fitted concentration of half-maximal effect; % is set by controls: 0 for no effect and ±100 for the full control effect; nearly all actives have a fitted effect of over 55% in size
#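 Human K18 P301L tau (15 uM unlabeled plus 0.24 uM Alexa 594-labeled, final) in 100 mM sodium acetate pH 7 was mixed with compound and 20 uM heparin and incubated 6 hr at 37 C.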
# TRb SRC2 PPI: disrupts binding of human TR beta to SRC2 | P10828 | TRbeta-SRC2 peptide binding, fluorescence polarization; receptor liganded with 1 µM T3 | Potency, µM (top dose mostly 106 µM), inactives show at the top dose activity change, negative = inhibition, actives largely listed as inhibitors | 0.065% of 280,000 active | AID 1469;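 note: potency is the fitted concentration of half-maximal effect; plate controls were bound peptide for no effect and peptide without receptor for full effect; nearly all actives have a fitted effect of over 50% in size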
#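 Human TRb LBD (0.6 uM) plus Texas Red-labeled SRC2 peptide (20 nM), 1uM T3, 5% DMSO, 5 hr at ambient temperature. Decreased polarization (555/632 nm) flags inhibition; data normalized to free and bound peptide controls.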
# Epigenetic derep: derepresses silenced GFP reporter in murine cells. murine LDR cells, GFP reporter derepression, 30 h. Potency, µM (highest dose often 53.9 µM), inactives show at the top dose GFP activation, actives largely listed as activators. 0.2% of 280,000 active. AID 1865; note: potency is the fitted concentration of half-maximal effect; % of control where 0% means no effect; nearly all actives have a fitted effect of over 60% in size
#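 GFP-positive cell count by laser-scanning cytometry (objects 20–120 um) after 30 h, 37 C compound exposure of murine LDR cells; reporter is CMV-GFP integrated at a silenced locus, inducible by HDAC or DNMT inhibitors.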
# aGal spleen mod: inhibits or activates alpha-galactosidase in human spleen homogenate; P06280; human spleen homogenate, 4MU-alpha-Gal fluorescence, 40 min; Potency, µM (titrated, usually from 80 µM), for the others: top-dose activity change, negative = inhibition, most hits filed as inhibitors; 0.008% of 240,000 active;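 note: potency is the fitted concentration of half-maximal effect; 0% = enzyme with vehicle and -100% = no enzyme basal signal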
# Target sequence (P06280 32-429 limits assumed): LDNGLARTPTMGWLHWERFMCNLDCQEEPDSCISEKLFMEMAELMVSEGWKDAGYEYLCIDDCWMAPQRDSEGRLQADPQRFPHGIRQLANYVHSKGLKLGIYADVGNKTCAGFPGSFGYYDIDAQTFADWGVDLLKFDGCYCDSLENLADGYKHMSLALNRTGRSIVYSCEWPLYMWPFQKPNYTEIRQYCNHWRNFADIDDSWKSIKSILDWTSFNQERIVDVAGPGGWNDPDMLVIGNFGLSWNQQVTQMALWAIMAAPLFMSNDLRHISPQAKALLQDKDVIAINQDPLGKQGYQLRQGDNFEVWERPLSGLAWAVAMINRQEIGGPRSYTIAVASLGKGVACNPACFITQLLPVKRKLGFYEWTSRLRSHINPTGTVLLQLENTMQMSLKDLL
#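 Inhibition or activation of alpha-galactosidase in human spleen homogenate is scored by 4-MU fluorescence after 40 min at 37C, pH 5.0, with 1 mM substrate. AC50s come from concentration-response fitted to the Hill equation.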
# NPSR antagonist: neuropeptide S receptor (human) antagonism, cAMP; Q6W5P4; CHO-NPSR cells, cAMP TR-FRET, antagonist mode; Potency, µM (series often up to 38.3 µM), for the others: at the top dose activity change, negative = inhibition, actives largely listed as inhibitors; 1% of 220,000 active; note: potency is the fitted concentration of half-maximal effect; % is set by controls: 0 for no effect and ±100 for the full control effect; nearly all actives have a fitted effect of over 50% in size; many of its hits are not listed in these tables
# Target sequence (Q6W5P4 whole entry, looked up): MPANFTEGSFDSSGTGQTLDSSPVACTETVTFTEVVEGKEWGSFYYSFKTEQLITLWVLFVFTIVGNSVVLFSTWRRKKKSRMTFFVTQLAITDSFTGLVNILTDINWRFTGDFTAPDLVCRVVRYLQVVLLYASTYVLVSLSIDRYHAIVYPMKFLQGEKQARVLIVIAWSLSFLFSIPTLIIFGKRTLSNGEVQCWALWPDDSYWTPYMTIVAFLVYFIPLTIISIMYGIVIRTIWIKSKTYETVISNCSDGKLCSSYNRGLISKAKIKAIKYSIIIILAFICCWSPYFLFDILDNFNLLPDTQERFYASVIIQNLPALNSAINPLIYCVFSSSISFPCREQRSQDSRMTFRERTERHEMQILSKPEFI
# Numbers without * were called inactive; ? = inconclusive; . = not tested or not shown; [ ] = remark or other dose. Unless noted, calls come from the whole dose curve; as a rule, active = well fitted curve in the direction sought with a large enough effect; inconclusive = small, poorly fitted or top-dose-only effect, or another doubt; inactive = no such curve, though single readings can be large; an effect the other way counts as inactive or inconclusive. The list is partial. The share of hits here may be higher or lower than overall.
SMILES | Tau fibril FP | TR SRC2 fluor cs | CBFb-RUNX1 inh | Tau fluor cs | TRb SRC2 PPI | Epigenetic derep | aGal spleen mod | NPSR antagonist
CC(OC(=O)C1CCN(S(=O)(=O)c2ccccc2)CC1)C(=O)Nc1ncc(Cl)cc1Cl (stereo unspecified) | 0% | -4% | 2% | -5% | -8% | -1.0% | -12% | -4%[46.1 µM]
COc1ccccc1CNC(=O)C(NS(=O)(=O)c1ccc2c(c1)OCCO2)C(C)C (stereo unspecified) | 2% | -2% | 4% | -4% | 1% | -1.8% | -1% | 8%
COc1cc(NC(=O)c2cc(-c3cccs3)on2)c(OC)cc1Cl | 1% | -6% | . | -6% | -1% | -0.9% | . | .
COc1cc(-c2nnc(SCC#CCO)o2)cc(OC)c1OC | 8% | -3% | 11% | 7% | -20% | 4.0% | -1% | -4%[46.1 µM]
CC(=O)Nc1ccc(S(=O)(=O)C(C#N)c2nc3ccccc3nc2NCCCO)cc1 (stereo unspecified) | 2% | 0% | 20% | -19% | -3% | 1.0% | ? | -5%
Oc1ccc(/C=N/Nc2cccc3cccnc23)c(O)c1 | 9% | -13% | -7% | 7.9µM*[quencher] | -6% | -2.0% | -6% | -1%[46.1 µM]
CCCC(c1nnnn1Cc1ccco1)N1CCC(C(N)=O)CC1 (stereo unspecified) | ? | 4% | 15% | -1% | -6% | -7.2% | 5% | 6%[46.1 µM]
COc1ccc(NC(=S)NNC(=O)c2nnn(-c3ccccc3)c2C)cc1 | -5% | 0% | ? | -13% | -3% | 0.1% | 8% | -4%
CCOc1ccccc1NC(=O)c1cc(CC(C)C)oc1C | -8% | 4% | 16% | -29% | -1% | 0.3% | 4% | -18%[46.1 µM]
O=C(OCc1ccccc1)c1ccc2c(c1)-c1ccccc1C2=O | 7% | -7% | -12% | ? | -8% | -4.9% | -1% | -24%[46.1 µM]
Cc1ccc(NC(=O)Cn2nc(C(=O)Nc3ccc(C)cc3)ccc2=O)cc1 | -8% | 1% | . | -12% | 2% | -0.2% | . | .
CCOC(=O)CSc1nnc(-c2ccco2)n1C | 5% | -4% | 6% | 3% | 2% | 0.0% | 4% | 8%[46.1 µM]
CC(C)N(Cc1ccccc1)C(=S)NCc1ccccc1 | -8% | 0% | 18% | -12% | -5% | 2.6% | 2% | -18%
Cc1cccc(OCC(=O)Nc2ccccc2C(=O)OCc2cc(=O)n3nc(C4CC4)sc3n2)c1 | 3% | -2% | . | 12% | -1% | -1.3% | . | .
O=C(COc1ccccc1)NNC(=O)COc1ccc([N+](=O)[O-])cc1 | 2% | 1% | -2% | -4% | 2% | 1.1% | -8% | 2%
COc1ccc(COC(=O)N/N=C(\C)CC(=O)Nc2ccc(Cl)cc2)cc1 | -10% | -1% | 5% | -19% | 5% | -1.1% | 3% | 8%
Cc1cccc(N(CC(=O)NCc2ccc3c(c2)OCO3)C(=O)CCC(=O)Nc2ccccn2)c1C | 6% | 0% | -4% | 6% | -2% | -5.5% | 9% | 6%[7.67 µM]
Cc1ccc2nc(CN3CCN(C(=O)Nc4ccc(F)cc4)CC3)oc2c1 | -4% | -2% | . | -6% | 1% | -1.7% | . | .
CC12C=CC(=O)C=C1CCC1C3CCC(O)(C(=O)CO)C3(C)CC3OC312 (stereo unspecified) | 5% | 2% | -3% | -12% | -4% | -3.9% | -4% | 3%
O=C(O)COc1c(-c2ccc(Cl)cc2)oc2ccccc2c1=O | -8% | 1% | 13% | -4% | 2% | 2.4% | 0% | -34%
Cc1cc(=O)oc2cc(OCC(=O)N3CCOCC3)ccc12 | -15% | -8% | -9% | -11% | 2% | -0.8% | -1% | 11%[46.1 µM]
Cc1ccc(-c2nc3ccccc3[nH]2)cc1NC(=O)/C=C/c1ccco1 | -7% | -29% | -6% | -29% | 15% | 1.8% | 1% | -6%[46.1 µM]
CCOC(=O)c1nc2sc3c(c2c(=O)[nH]1)CCC(C)C3 (stereo unspecified) | 3% | -4% | 6% | -21% | -9% | 0.0% | 0% | 4%
COc1cc(Cl)c(C)cc1NC(=O)Cn1cnc2sc(C)c(S(=O)(=O)N3CCCCC3)c2c1=O | -13% | 0% | . | ? | 3% | -2.1% | . | .
CCn1c(C(Cc2ccccc2)NC(=O)COC)nc2ccccc21 (stereo unspecified) | -1% | 0% | 7% | -6% | -2% | -0.8% | 2% | -6%[46.1 µM]
N#CCC(=O)NNc1c([N+](=O)[O-])cc(C(F)(F)F)cc1[N+](=O)[O-] | 7% | -6% | ? | -4% | -8% | -1.0% | -1% | -46%
O=C(CC1SC(=Nc2ccc(O)cc2)NC1=O)Nc1ccccc1 (stereo unspecified) | 3% | -2% | 0% | -1% | -4% | 0.2% | 4% | -10%
O=C(COc1ccccc1-c1nc(-c2ccccc2)no1)Nc1cccc([N+](=O)[O-])c1 | 17% | -1% | . | ? | -9% | -3.8% | . | .
CC1CCN(C(=O)CSc2nnc(CN3CCOCC3)n2-c2ccccc2)CC1 | 4% | 1% | 11% | 3% | -32% | -1.1% | ? | -3%[46.1 µM]
CCOC(=O)Cc1c(C)nc2cc(C)nn2c1C | 8% | -1% | 5% | 10% | -4% | 1.1% | -2% | -14%[46.1 µM]
COc1cc2c(cc1NC(=O)CSc1ccccc1)oc1ccccc12 | -12% | -5% | ? | ? | 0% | 0.0% | 10% | -39%
Cc1ccc2nc(-c3cccc(NS(C)(=O)=O)c3)cc(-c3ccccc3)c2c1 | -2% | 0.1µM*[quencher] | 4% | -7% | -9%[53 µM] | 2.1% | -4% | -44%
CCCc1nc(SCC(=O)N2CCCc3ccccc32)c2c(=O)n(C)c(=O)n(C)c2n1 | -5% | -3% | 12% | -14% | 6% | -0.8% | -8% | ?
CCSc1nnc(NC(=O)[C@@H](NC(=O)c2ccc(C(C)(C)C)cc2)C(C)C)s1 | -1% | -2% | -3% | -13% | -1% | 3.5% | 2% | -18%
c1cncc(CN=C2Nc3ccccc3CS2)c1 | -3% | -4% | 16% | 3% | -2% | -0.5% | -6% | 6%
COC(=O)NC(c1ccccc1)C(C#N)C(=O)OC (stereo unspecified) | -2%[11.6 µM] | -4%[11.2 µM] | -4%[13.1 µM] | 1%[11.6 µM] | 6%[11.2 µM] | 0.0%[10.1 µM] | -7%[17.5 µM] | .
Cc1ccc2ccc(C)[n+](CCCS(=O)(=O)[O-])c2c1 | -1% | -1% | -8% | -4% | 5% | 5.2% | 10% | 8%
CSc1ccccc1Nc1ncnc(N)n1 | -7% | 0% | 2% | -1% | -2% | -3.2% | 1% | -13%
CCCOc1ccc(CNC(=O)C(CC)n2nc(C)c3sc4ccccc4c3c2=O)cc1 (stereo unspecified) | -12% | 0% | . | ? | 2% | 1.7% | . | .
COc1ccc(Cl)cc1C(=O)Nc1c2c(nn1-c1ccc(Cl)cc1)CS(=O)(=O)C2 | ? | -2% | . | -9% | 6% | 2.0% | . | .
Cn1ncc2c(NCc3cccc(Cl)c3)ncnc21 | -2% | 1% | . | 7% | -3% | -0.4% | . | .
O=C(NCC1CC1)C1(C(F)(F)F)C/C(=C\CCO)CCCO1 (stereo unspecified) | . | -1% | -8% | . | -10% | . | 7% | .
CC(Oc1ccccc1)C(=O)NC1C(=O)N2C1SC(C)(C)C2C(=O)O (stereo unspecified) | 4% | -3% | 7% | 9% | 2% | -2.4% | -6% | 8%
CCC1Oc2ccc(C)cc2N(CC(=O)NCc2ccc(F)cc2)C1=O (stereo unspecified) | -2% | -3% | . | -15% | -1% | 1.8% | . | .
O=C(O)CCc1c(C(=O)O)[nH]c2cc(Cl)cc(Cl)c12 | . | -3% | 19% | . | 8% | . | 2% | .
CCOc1ccc(CNCc2ccccc2Cl)cc1 | 0% | -1% | 13% | -12% | 8% | -1.8% | 3% | 4%
O=C(Cn1nnc(-c2cccc(C(F)(F)F)c2)n1)NC1CCCC1 | -5% | -4% | 10% | -7% | -10% | 4.3% | -1% | 7%[7.67 µM]
CCCn1c(SCC(=O)Nc2ccc(OC)cc2)nnc1-c1ccncc1 | 2% | 2% | -5% | -4% | -1% | -3.1% | 1% | -5%[46.1 µM]
Cc1ccc(C(=O)NCc2cccs2)cc1S(=O)(=O)N1CCCCC1 | -4% | 2% | 7% | -10% | 4% | -3.0% | 2% | 5%[46.1 µM]
CCC(=O)Nc1cc(C)c(O)c(-c2nc3ncccc3o2)c1 | 2% | -5% | . | 4% | -3% | -1.1% | . | .
CC/C(=N\NC(=O)CSCc1ccc(Cl)cc1)c1ccc2c(c1)OCCO2 | -6% | -1% | 2% | -17% | -6% | 0.3% | 2% | -17%[46.1 µM]
N#CCc1nc2n(n1)Cc1ccccc1-2 | 3% | 1% | -5% | 1% | 2% | -1.1% | 1% | -4%[46.1 µM]
CCOC(=O)c1cnn(-c2nc3c(C)cccc3s2)c1C | 1% | -4% | 7% | -10% | -9% | 0.7% | -5% | -6%[46.1 µM]
CN(C)c1ccc(NC(=O)CC(NCc2ccccn2)C(=O)O)cc1 (stereo unspecified) | 0% | -1% | . | -6% | -2% | -0.9% | 1% | -1%
O=C(NCc1ccccc1)c1ccc(=O)oc1 | -2% | -5% | 9% | -3% | -1% | 1.1% | 3% | 2%[7.67 µM]
O=C(COc1ccc(Cl)cc1)Nc1nnc2n1CCS2 | 2% | -2% | . | -13% | -7% | 3.3% | . | .

# Further records follow:
SMILES | Tau fibril FP | TR SRC2 fluor cs | CBFb-RUNX1 inh | Tau fluor cs | TRb SRC2 PPI | Epigenetic derep | aGal spleen mod | NPSR antagonist
CCOc1cc(CNC(=O)C2COc3ccccc3C2)cc(OCC)c1OCC (stereo unspecified) | 6% | -1% | . | -7% | 4% | 6.8% | . | .
CCOc1ccc(/C(=N\O)C(C)NO)cc1 (stereo unspecified) | -5% | -1% | 4% | -6% | 1% | 4.4% | -1% | -6%[46.1 µM]
O=C(NCCC1=CCCCC1)C(=O)c1c[nH]c2ccccc12 | -3% | 1% | -12% | 2% | 9% | -1.0% | -26% | -1%
c1ccc2oc(C3=NNC(=NC4CC4)SC3)cc2c1 | -7% | -1% | -25% | -23% | -2% | -6.4% | 2% | -15%
